Assay outcomes: PubChem, The Scripps Research Institute Molecular Screening Center
hgDAF12 agonist – activates the H. glycines DAF-12 receptor ligand-binding domain; AID 687014; HEK293 GAL4-hgDAF12 UAS-luciferase reporter, agonist luminescence; normalized to butyrate control; activation, % at 6.8 µM; hit rate 1.8% among 370,000;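 active = activation above a cutoff set at the mean of all screened compounds plus 3 SD, cut at about 10% in these data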;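 note: 0% = DMSO wells and 100% = sodium butyrate wells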
DAX1 inh-1 – inhibits human nuclear receptor DAX1; hit rate 0.99% among 340,000; inhibition, % at 6.75 µM; AID 504766; P51843; HEK293 Gal4-DAX1 luciferase reporter, luminescence;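 active = inhibition above the mean over all tested compounds plus 3 SD, cut at about 4.2% in these data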;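 note: 0% = DAX1-transfected cells with DMSO and 100% = empty-vector control cells with DMSO; inhibition shows as a rise in luminescence from relieved DAX1 repression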
Target sequence (P51843 207-470 limits assumed): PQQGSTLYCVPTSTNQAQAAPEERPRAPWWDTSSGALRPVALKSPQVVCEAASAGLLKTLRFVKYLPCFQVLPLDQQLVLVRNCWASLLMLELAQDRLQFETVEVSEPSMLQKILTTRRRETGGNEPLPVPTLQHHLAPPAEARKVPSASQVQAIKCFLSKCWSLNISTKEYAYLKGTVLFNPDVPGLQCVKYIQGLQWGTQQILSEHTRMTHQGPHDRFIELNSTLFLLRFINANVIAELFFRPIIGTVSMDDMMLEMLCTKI
DAX1 inh-2 – blocks DAX1 repression of SF-1 activated StAR promoter. inhibition, % at 6.8 µM. AID 652010. hit rate 1.1% among 370,000. HEK293T StAR-luciferase reporter, SF-1/DAX-1 repression relief;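 active = inhibition above the mean over all tested compounds plus 3 SD, cut at about 3.6% in these data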;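 note: 0% = DAX-1 cells with DMSO and 100% = cells lacking DAX-1 with DMSO; higher inhibition means more luminescence from relief of DAX-1 repression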
ADAM10 inh – inhibitors of human ADAM10 | AID 720582 | inhibition, % at 7 µM | hit rate 0.62% among 370,000 | recombinant ADAM10, EDANS/DABCYL FRET peptide cleavage, 3 h;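 active = inhibition above a per-campaign cutoff equal to the mean of compounds falling between control-based bounds plus 3 SD, cut at about 20% in these data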;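 note: 0% = DMSO wells while the 100% control is not disclosed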
ADAM17 inh – inhibits human ADAM17. inhibition, % at 6.95 µM. hit rate 0.83% among 370,000. recombinant ADAM17, EDANS/DABCYL FRET peptide cleavage. P78536;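 active = inhibition above the mean of compounds lying between control limits plus 3 SD, set per campaign, cut at about 8.5% in these data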;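 note: 0% = DMSO-only wells as the low control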
Target sequence (P78536 215-824 limits assumed): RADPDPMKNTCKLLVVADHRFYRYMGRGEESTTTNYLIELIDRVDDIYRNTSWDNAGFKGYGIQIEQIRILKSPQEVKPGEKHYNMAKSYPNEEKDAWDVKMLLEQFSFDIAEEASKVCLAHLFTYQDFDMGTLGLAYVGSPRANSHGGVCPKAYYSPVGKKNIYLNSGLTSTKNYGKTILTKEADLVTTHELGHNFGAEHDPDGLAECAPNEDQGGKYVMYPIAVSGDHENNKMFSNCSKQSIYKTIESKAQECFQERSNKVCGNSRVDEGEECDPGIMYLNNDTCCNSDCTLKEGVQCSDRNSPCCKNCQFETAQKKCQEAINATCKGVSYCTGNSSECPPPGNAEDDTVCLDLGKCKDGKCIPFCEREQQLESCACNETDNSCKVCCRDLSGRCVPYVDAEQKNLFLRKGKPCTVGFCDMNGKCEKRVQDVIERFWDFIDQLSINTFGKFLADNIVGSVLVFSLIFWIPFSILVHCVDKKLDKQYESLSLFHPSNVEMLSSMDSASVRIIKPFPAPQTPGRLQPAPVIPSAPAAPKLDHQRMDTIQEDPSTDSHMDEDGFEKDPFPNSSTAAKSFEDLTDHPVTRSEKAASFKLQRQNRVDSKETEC
ssDAF-12 act – activates DAF-12 receptor from parasite S. stercoralis | HEK293 ssDAF-12/GRIP1 lit1-tk-luc reporter, luminescence; % of 3 µM dafachronic acid response | activation, % at 6.8 µM | hit rate 1% among 370,000;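 active = activation above the mean over all tested compounds plus 3 SD, cut at about 0.9% in these data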;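 note: 0% = DMSO-only wells and 100% = 3 µM delta7-dafachronic acid wells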
hcDAF12 agonist – activates DAF-12 receptor from parasite H. contortus; HEK293 hcDAF-12 lit1-tk-luc reporter, luminescence; 0% DMSO, 100% Δ7-dafachronic acid; activation, % at 6.8 µM; hit rate 1.4% among 370,000; AID 652067;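 active = activation above the mean of all tested compounds plus 3 SD, cut at about 5.5% in these data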;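 note: 100% = response to 3 µM Δ7-dafachronic acid high control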
sPLA2-III inh – Blocks human group III sPLA2 activity | Q9NZ20 | QFRET BODIPY PC-A2 liposome hydrolysis, fluorescence | inhibition, % at 12.2 µM | hit rate 0.56% among 370,000 | AID 743126;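 active = inhibition above mean plus 3 SD of compounds lying within the high and low control bounds, cut at about 19% in these data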;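 note: 0% = median of test compound wells and 100% = no enzyme DMSO wells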
GAA850 FXN act – activators of GAA850 frataxin (FXN) promoter. hit rate 0.56% among 360,000. HEK293 lucGAA850 FXN promoter luciferase reporter, 24 h; percent of 10 µM SAHA response. activation, % at 6 µM;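 active = activation above the average of all compounds screened plus 3 SD, cutoff fixed separately per campaign, cut at about 7.5% in these data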;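 note: 0% = DMSO wells and 100% = 10 µM SAHA wells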
PLC-beta3 inh – blocks human PLC-beta3 enzyme activity; Q01970; Purified PLC-beta3, fluorogenic substrate, fluorescence; inhibition, % at 12.2 µM; hit rate 0.18% among 370,000; AID 720704; in the data active = inhibition above about 11%;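 note: 0% = median of compound wells on plate and 100% = full blocker control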
PLC-gamma1 inh – inhibitors of human phospholipase C gamma1; AID 720700; hit rate 0.84% among 370,000; inhibition, % at 12.2 µM; purified PLC-gamma1, fluorogenic substrate, fluorescence; P19174; in the data active = inhibition above about 9.5%
Active calls of the source: *; i = inactive; / = not tested or not shown.

structure,hgDAF12 agonist,DAX1 inh-1,DAX1 inh-2,ADAM10 inh,ADAM17 inh,ssDAF-12 act,hcDAF12 agonist,sPLA2-III inh,GAA850 FXN act,PLC-beta3 inh,PLC-gamma1 inh
CCOC(=O)[C@]12CCCC=C1N(Cc1ccc(OC)cc1)C(=O)[C@@H]2CC(=O)N1CCOCC1,1.0,/,0.0,0.2,-0.1,-0.7,1.3,3.8,/,3.2,0.7
Cc1ccccc1OCC(=O)OCC(=O)NCCNC(=O)COC(=O)COc1ccccc1C,1.9,-0.1,1.4,2.2,-4.5,-0.2,-0.7,-2.2,3.1,-1.9,-0.4
Cc1ccc(/C=N/NC(=O)c2ccc(OC3CCCC3)cc2)o1,-1.5,0.6,0.2,-6.3,-6.3,-0.8,0.9,-2.2,1.7,-10.1,1.3
CCNC(=S)Nc1cc(-c2ccc(Cl)cc2)[nH]n1,4.2,-1.4,-0.1,10.8,2.4,-0.9,0.3,5.9,2.6,-1.4,2.5
CCSC1=NCCN1C(=O)C(C)(C)Oc1ccc(Cl)cc1,-0.6,-0.8,-0.6,4.4,-4.0,-1.0,-1.6,0.4,1.9,-3.0,-0.1
COc1ccccc1CC(=O)NCCCc1ccccc1,-0.2,0.9,0.1,1.0,-0.1,-1.1,-0.8,0.5,1.1,-3.0,0.5
CCCCCN(C(=O)NC(=O)Nc1ccccc1OC)S(C)(=O)=O,-0.3,-1.0,-0.4,-4.5,-3.4,-1.3,-0.8,-9.4,0.2,-0.8,1.0
COCCNC(=S)N/N=C/c1ccc(-c2ccc([N+](=O)[O-])cc2)o1,1.6,-0.5,-1.8,7.6,-0.3,0.6,1.5,3.6,-0.9,-61.3,-38.4
Clc1ccc2c(c1)-c1nnc(Br)n1-c1ccccc1S2,-1.5,0.1,-0.2,9.5,2.1,-1.4,-1.1,-5.4,0.6,7.2,9.0
Cc1ccc(NC(=O)c2c3c(nc4ccccc24)CCC3)cc1,5.2,-0.7,0.4,8.2,4.6,-1.2,-1.3,5.9,-0.5,-1.4,5.5
Cc1ccc(/C=C/C(=O)NC(=S)N2CCN(c3ccc(F)cc3)CC2)cc1,0.6,0.1,0.4,-1.7,-2.9,-1.9,-0.6,2.8,1.3,-9.6,-1.7
CCn1nc(NC(C)=O)c2cc3ccc(C)cc3nc21,-1.8,0.1,0.7,-103.1,-26.6,-1.4,1.2,2.9,2.3,-409.9,-336.9
CCN(CC)S(=O)(=O)c1cc(C(=O)NC2CCCCC2)ccc1C,11.0*,-0.6,2.0,3.8,-6.1,-0.2,2.8,6.4,4.3,0.7,1.4
CC1CN(CC(O)COc2ccc(C(=O)c3ccccc3)cc2)CC(C)O1 (configuration not stated),1.2,0.1,-0.1,-1.0,0.1,-1.4,-1.8,0.3,0.5,-3.0,0.4
CCN(CC)S(=O)(=O)c1ccc(N2CCCCC2)c(NC(=O)/C=C/c2ccc(OC)c(OC)c2)c1,-2.9,-1.9,-1.4,-10.3,1.6,-0.7,-3.9,-14.7,0.7,-69.1,-59.2
O=c1c2ccccc2c(/C=N/n2cnnc2)c(O)n1-c1ccccc1,3.1,0.1,-0.8,-9.2,2.2,-0.5,-0.1,-7.7,1.5,-24.0,-17.9
O=C(N/N=C/c1ccccn1)c1cccc(NC(=O)c2ccccc2Cl)c1,1.9,-2.4,0.2,0.7,0.0,-0.3,-1.7,-2.9,1.5,-10.1,-2.5
O=C(O)C1CCN(C(=O)COc2ccc3c4c(c(=O)oc3c2)CCCC4)CC1,0.2,1.6,-0.2,i,-143.9,0.2,-0.5,6.5,0.5,-42.7,-29.5
O=C(O)c1c(Cl)c(Cl)c(Cl)c(Cl)c1C(=O)OCC1CCCO1 (configuration not stated),-2.8,0.9,-1.2,1.2,-0.7,-0.1,-0.5,-0.9,-0.3,-7.8,-7.3
CCOC(=O)CCS(=O)(=O)c1ccc(-c2ccc(S(=O)(=O)CCC(=O)OCC)cc2)cc1,-2.1,-0.7,0.5,3.5,-1.9,-1.1,-1.6,-3.3,-1.5,4.0,-0.6
CCCn1c(C(O)c2ccc(OCC)cc2)nc2ccccc21 (configuration not stated),-0.4,-0.2,-0.5,1.5,0.3,-1.2,-0.2,-4.7,-0.7,5.4,3.8
CC(C)(CNS(=O)(=O)c1ccc2ccccc2c1)N1CCOCC1,-2.1,0.9,1.5,-4.0,1.4,-1.4,0.4,-7.7,-1.8,-5.3,4.7
CC(=O)Nc1ccc(NC(=O)C2CCCN2/C=C/C(=O)C(F)(F)F)cc1 (configuration not stated),-0.3,-0.8,1.1,4.9,-1.7,-2.0,-0.2,-2.3,0.1,1.4,-1.0
CCCC[C@H]1COCCS(=O)(=O)N1Cc1cccc([N+](=O)[O-])c1,-0.7,0.9,0.0,-3.8,-1.2,-1.3,-1.5,1.5,-1.0,0.6,0.2
Nc1ccc(S(=O)(=O)Nc2cnc3c(Cl)cccc3n2)cc1,-2.5,2.5,5.7*,-3.2,-3.9,-0.5,-1.2,6.7,5.0,-4.4,0.3
COc1ccc(C(CNC(=O)c2cccc(S(=O)(=O)Nc3ccc(F)cc3)c2)N2CCCCC2)cc1 (configuration not stated),-1.1,0.2,-0.4,3.0,1.9,-1.2,0.3,-35.6,-1.8,-2.1,-4.9
NNc1nc2sc3c(c2c(=O)n1C1CCCCC1)CCN(Cc1ccccc1)C3,-1.4,0.8,0.2,-8.9,-3.2,-1.1,-0.9,6.4,1.4,-9.5,0.5
CC1=CC(=O)C=C(C)C1=NOS(=O)(=O)c1ccccc1,1.1,1.8,-1.1,3.7,-1.9,-0.9,0.3,-1.2,-2.1,0.5,-1.5
COc1ccc(N2CCN(Cc3cc(=O)c(OCC(=O)NC4CCCC4)co3)CC2)cc1,-1.1,-1.0,-2.0,-4.4,0.1,-0.5,-0.6,3.1,1.4,0.8,3.6
C=CCc1ccc(OCC(O)CN2CCc3ccccc3C2)c(OC)c1 (configuration not stated),0.9,-1.4,0.1,6.4,-0.7,-0.3,-0.9,-11.7,-0.1,-1.3,6.9
O=C(C1CCCCC1)N(Cc1nc2sc3c(c2c(=O)[nH]1)CCCC3)Cc1cccs1,1.5,0.5,0.3,3.6,-2.8,-0.9,1.1,1.3,1.6,-4.1,1.3
COC(=O)CNC(=O)C(NC(=O)c1ccc(Cl)cc1)C(C)C (configuration not stated),1.6,-1.6,-0.2,-4.5,-4.7,-1.0,-1.9,2.9,-1.1,1.9,-1.0
CC(C)(C)OC(=O)N1CCC(c2c(C(=O)NC3CC3)cnn2-c2ccccc2)CC1,1.2,0.3,-0.3,1.5,3.2,0.1,-1.5,2.0,-0.6,-6.7,-0.3
CCn1c(-c2cc3ccccc3cc2O)n[nH]c1=S,-1.5,0.7,-0.8,-222.8,-50.2,-1.1,0.2,7.6,-1.2,-401.0,-292.5
COc1ccccc1S(=O)(=O)N(C)C[C@@H]1OCc2cn(nn2)CCCC(=O)N([C@@H](C)CO)C[C@H]1C,-2.2,0.5,-0.8,-41.4,-1.4,-0.7,-0.5,-6.2,2.1,-1.1,3.3
Cc1cc(N2CCN(c3ncccn3)CC2)nc2c(C)cccc12,1.6,0.6,-0.5,-3.6,-6.0,-0.5,2.2,-0.3,0.2,-1.4,-0.7
C=CCSc1nnc(NC(=O)c2ccc(N3CCCC3=O)cc2)s1,0.9,1.7,0.6,-5.1,1.0,-1.1,0.0,8.0,1.2,-6.7,-1.9
CCCCC(=O)N(C)c1c(CC)nc2c(OCc3cc(Cl)cc(Cl)c3)cccn12,-5.4,/,-2.0,0.4,0.3,-1.6,-2.7,8.6,-1.3,-0.1,-0.9
O=c1[nH]cnc2nn(-c3ccccc3)nc12,4.7,2.6,1.8,-161.3,-41.7,-0.1,2.1,-1.5,1.8,-17.0,-14.8
Cc1ccc(Cl)cc1N1CCN(Cc2nnnn2C2CCCCC2)CC1,-2.0,-0.4,-0.9,11.4,-1.7,-1.2,-1.3,2.4,-0.9,1.4,0.5
COc1ccc(NC(=O)C2CCCN2C(=O)NC2CCCCC2)cc1 (configuration not stated),0.3,-1.3,0.3,-7.0,-0.9,-0.9,1.2,-0.9,1.1,-2.2,-3.0
CC(C)(C)OC(=O)N1CCC[C@H]1c1nnc(SCc2ccccc2)o1,0.1,/,0.0,-0.7,-2.1,-1.5,-1.9,5.6,-0.1,-8.0,4.0
O=C(CSc1nnc2ccccn12)NCc1ccco1,-0.6,0.4,0.2,-7.3,0.1,-1.3,1.1,-1.5,-0.2,-4.3,0.3
CC(=O)c1cccc(NC(=O)c2ccc(-c3c(C)noc3C)c3ccoc23)c1,-1.6,/,0.2,-4.8,-1.5,-1.2,-1.0,-4.3,4.7,0.1,-3.7
COc1ccc(Cn2ccnc2SCC(=O)Nc2ccccc2F)cc1,1.1,0.0,0.0,-4.6,-0.2,-1.0,-2.3,-10.2,-1.0,-10.5,1.4
Cc1cc(C)c2nc(NCc3ccccc3O)sc2c1,6.1,1.1,0.0,10.5,-2.7,-0.8,-0.6,-0.8,6.0,0.4,5.7

The order is random; any-hit rate near 6.9%.
